Integrin act MD: integrin-mediated muscular dystrophy alleviation activation | alpha7betagal myoblasts, beta-gal FDG fluorescence, 48 h | Potency, µM (highest dose often 38.3 µM), for the others: at the highest dose activation, actives largely listed as activators | 350,000 tested, 0.064% active | AID 624291;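 further: potency means the concentration at half of the fitted maximal effect; 100% = response of the positive control SU9516; nearly all actives have a fitted effect of over 60% in size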
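alpha7betagal+/- myoblasts (passage 13, 250/well) treated 48 h at 37C with compounds at 1:260 dilution of DMSO stock. Lysed, then beta-galactosidase activity read as FDG fluorescence (ex 480/em 540) after 30 min, with pre-read for autofluorescence.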
B2AR arrestin: agonists driving beta-arrestin recruitment to human beta2-adrenergic receptor. P07550. beta-arrestin recruitment to beta2AR, cell-based reporter. Potency, µM (doses to about 46.1 µM), without a hit: at the highest dose activation, hits mostly activators. 330,000 tested, 0.02% active;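 further: potency means the concentration at half of the fitted maximal effect; 0% = DMSO controls and full agonism = EC100 isoproterenol or metaproterenol; nearly all actives have a fitted effect of over 65% in size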
CXXC DNA block: inhibitors of human MLL CXXC domain-DNA interaction. Q03164. MLL-CXXC / FITC-HOXA9 DNA fluorescence polarization. 290,000 tested, 0.037% active. Potency, µM (highest dose often 115 µM), inactives show at the top dose activity change, negative = inhibition, hits mostly inhibitors; active means well fitted inhibition curve with a large enough effect in the polarisation, with a control signal flat, not every such curve was filed as active; inconclusive means small, poorly fitted or top-dose-only effect, or effect the other way, or a change in a side signal; inactive means no such curve, though single readings can be large or run the other way; the % refers to the polarisation; further: potency means the concentration at half of the fitted maximal effect
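Purified MLL-CXXC (added from a 7 uM solution) was preincubated 5 min at ambient with pinned compounds in 50 mM Tris-HCl pH 7.5, 50 mM NaCl, 1 mM DTT, 0.05% BSA. Fluorescein-labeled HOX-A9 DNA (50 nM solution) followed, 30 min, then polarization read.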
ELG1 DNA repair: ELG1-dependent DNA repair inhibition | HEK293T ELG1-luciferase reporter, luminescence, 16 h; DNA damage induced by 5-fluorouridine | AID 504467 | Potency, µM (series often up to 46.1 µM), for the others: at the highest dose activity change, negative = inhibition, actives largely listed as inhibitors | 330,000 tested, 2.3% active; further: potency means the concentration at half of the fitted maximal effect; on the % scale 0 is the no-effect control and ±100 the full control effect; nearly all actives have a fitted effect of over 55% in size
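DMSO vehicle served as the neutral condition. Each well held 2,000 cells given 5-fluorouridine plus compound; after 16 hr at 37 °C/5% CO2, ONE-Glo was added and luciferase measured 30 min later.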
TCR activator: T cell receptor activation | 330,000 tested, under 10 active | primary human leukocytes, anti-CD3, IL-2 HTRF, 48 h | Potency, µM (top dose mostly 9.22 µM), for inactives: at the highest dose activation of IL-2 secretion, usual class: activators; further: % of control where 0% means no effect
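Activity was scored as IL-2 release from primary human leukocytes given only a TCR signal (a-CD3 beads) plus compound for 48 hr. Detection used a two-antibody HTRF format read at 665nm.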
TRPV1 agonist: human TRPV1 agonism | Q8NER1 | TRPV1-expressing cells, Fluo-8 calcium influx, agonist mode | activation, % at 8.33 µM | 320,000 tested, 0.19% active; in the data active means activation above about 80%; inconclusive means between about 30% and that limit; further: 0% is about no effect
Target sequence (Q8NER1 whole entry, looked up): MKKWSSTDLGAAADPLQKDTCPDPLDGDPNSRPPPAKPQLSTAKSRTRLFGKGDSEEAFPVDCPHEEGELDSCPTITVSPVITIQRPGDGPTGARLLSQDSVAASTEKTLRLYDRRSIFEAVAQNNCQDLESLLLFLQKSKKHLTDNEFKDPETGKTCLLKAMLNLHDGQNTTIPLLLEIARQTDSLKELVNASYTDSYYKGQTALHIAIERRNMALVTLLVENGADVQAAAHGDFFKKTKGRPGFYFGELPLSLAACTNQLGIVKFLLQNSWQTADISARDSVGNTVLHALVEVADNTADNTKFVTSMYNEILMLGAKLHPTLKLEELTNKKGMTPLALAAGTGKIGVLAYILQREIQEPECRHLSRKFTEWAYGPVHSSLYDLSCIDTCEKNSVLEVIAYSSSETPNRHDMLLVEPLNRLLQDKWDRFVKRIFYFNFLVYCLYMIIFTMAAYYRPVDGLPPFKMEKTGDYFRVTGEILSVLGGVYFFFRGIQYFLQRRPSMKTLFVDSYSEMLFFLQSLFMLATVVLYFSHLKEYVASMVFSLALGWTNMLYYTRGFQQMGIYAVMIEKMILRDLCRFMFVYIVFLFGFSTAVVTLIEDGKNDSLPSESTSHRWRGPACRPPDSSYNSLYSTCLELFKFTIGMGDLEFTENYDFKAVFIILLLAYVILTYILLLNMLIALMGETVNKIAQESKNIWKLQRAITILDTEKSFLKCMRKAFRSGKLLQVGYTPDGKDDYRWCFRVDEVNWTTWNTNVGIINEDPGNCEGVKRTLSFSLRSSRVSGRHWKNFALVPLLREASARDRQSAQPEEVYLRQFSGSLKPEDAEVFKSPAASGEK
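Cells expressing TRPV1 were dye-loaded with Fluo-8 and read kinetically: 10 s baseline, 3 min after compound (agonist portion), then 2 min after EC20 capsaicin (allosteric enhancer portion). Calcium-bound dye fluorescence at 480/520 nm.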
A-T KAP1 phos: potential ataxia-telangiectasia treatment; […] A-T fibroblasts, KAP-1 phosphorylation AlphaLISA; neocarzinostatin DNA damage 30 min before lysis; Potency, µM (doses to about 57.5 µM), inactives show at the highest dose activation, most hits filed as activators; 320,000 tested, 0.19% active; further: potency means the concentration at half of the fitted maximal effect; % of control where 0% means no effect; nearly all actives have a fitted effect of over 45% in size
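ATM-like activity read as KAP-1 phosphorylation via AlphaLISA donor/acceptor antibody pairs after lysis and 6 hr at 25C. Cells were ATM-null patient fibroblasts ([…], hTERT), dosed 60 min, then exposed to the DSB inducer NCS for 30 min.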
BRCA1 expr up: increases BRCA1 expression | MCF7-BRCA1-FFLuc reporter, luminescence, 48 h; response scale: scaled: vehicle 0%, 10 µM genistein 100% | Potency, µM (titrated, usually from 46.1 µM), without a hit: top-dose activation, hits mostly activators | 380,000 tested, 1.1% active | AID 624202; further: potency means the concentration at half of the fitted maximal effect; nearly all actives have a fitted effect of over 80% in size; some results filed as inactive show a strong effect at the top dose
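Activators of BRCA1 expression were detected as increased firefly luciferase luminescence in engineered MCF7 cells after 48 h compound incubation. Signals were scaled to genistein 10 microM as full activation.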
TSG101-PTAP inh: blocks PTAP/TSG101 interaction to inhibit HIV-1 budding; Q99816; Fluorescence polarization, FITC-PTAP peptide / Tsg101 binding; Potency, µM (top dose mostly 115 µM), inactives show top-dose activity change, negative = inhibition, actives largely listed as inhibitors; 340,000 tested, under 10 active; AID 493005; active means well fitted inhibition curve with a large enough effect in the main read-out, with a control signal flat, not every such curve was filed as active; inconclusive means small, poorly fitted or top-dose-only effect, or effect the other way, or a change in a side signal; inactive means no such curve, though single readings can be large or run the other way; further: potency means the concentration at half of the fitted maximal effect; % of control where 0% means no effect
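Fluorescence polarization binding of Tsg101 binding domain (10 uM final) to FITC-labeled PTAP peptide (50 nM final) in HEPES pH 7.5 buffer with NaCl, Tween 20, EDTA, TCEP. Compounds added before peptide; binding 20 min at RT.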
p53 reactivation: re-activators of mutant p53. AID 504706. 320,000 tested, 0.063% active. Potency, µM (titrated, usually from 92.2 µM), without a hit: at the top dose activity change, positive = activation, usual class: activators. H1299 p53-A138V BP100-luciferase reporter, luminescence, 24 h; further: potency means the concentration at half of the fitted maximal effect; % of control where 0% means no effect; nearly all actives have a fitted effect of over 45% in size
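H1299 (p53-null), stable ts p53-A138V + BP100-Luc; 1000 cells/well, Opti-MEM/10% FBS; cpd 4 pt, 1:5; 24 h, 37 deg C, 5% CO2; detection reagent 10 min RT; luminescence.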
Starred values were filed as active, the others as inactive; ? = inconclusive; · = not tested or not shown; [ ] = another dose, or the depositor's remark. Unless noted, the call rests on the fitted dose curve; in most records, active means well fitted curve in the direction sought with a large enough effect; inconclusive means small, poorly fitted or top-dose-only effect, or another doubt; inactive means no such curve, though single readings can be large; an effect the other way counts as inactive or inconclusive.

SMILES	Integrin act MD	B2AR arrestin	CXXC DNA block	ELG1 DNA repair	TCR activator	TRPV1 agonist	A-T KAP1 phos	BRCA1 expr up	TSG101-PTAP inh	p53 reactivation
CCOC(=O)C1C(c2ccc(O)c(OC)c2)NC(=S)NC1(O)C(F)(F)F (stereo not given)	-10.4%	0.0%	6.6%	10.8%	-1.1%[46.1 µM]	1.9	-1.9%	-15.5%	-4.0%	-0.5%
CC1CC(C)CN(C(=O)COC(=O)c2ccc3c(c2)OCCO3)C1 (stereo not given)	10.0%	-0.7%	·	-9.4%	3.0%	·	-3.6%	24.9%	-0.7%	20.6%
CN(C)S(=O)(=O)c1ccc(NC(=O)CSc2ncnc3ccccc23)cc1	?	0.0%	-2.8%	-19.4%	-7.4%[46.1 µM]	0.5	0.9%	-8.4%	-5.1%	3.8%
CCOc1ccc(NC(=O)C(c2ccccn2)N(C(=O)CCl)c2ccc(F)cc2)cc1 (stereo not given)	-35.2%	0.3%	4.3%	?	4.3%[46.1 µM]	0.1	-4.8%	-22.0%	-12.4%	16.4%
O=C(Nc1ccc(S(=O)(=O)Nc2ncccn2)cc1)c1cccnc1	19.5%	-0.3%	-6.2%	13.9%	4.6%[46.1 µM]	-1.2	-1.7%	13.3%	0.5%	9.7%
Cc1c(CCC(=O)O)c(=O)oc2cc(OCc3ccc(Br)cc3)ccc12	7.6%	-0.2%	3.9%	8.9%	-1.1%	-0.1	1.9%	27.5%	-2.4%	3.5%
COc1ccc(CNC(=O)CSc2nnc3c(n2)[nH]c2ccc(F)cc23)cc1	3.8%	0.1%	18.4%	-0.7%	-3.0%	-1.5	-4.7%	-9.0%	-0.6%	1.4%
CCCCC(=O)Nc1nnc(SCC(=O)Nc2ccc(OC)cc2)s1	-28.0%	-0.1%	-10.4%	-0.6%	-3.3%	0.8	3.1%	-9.0%	·	-3.6%
COc1cccc2cc(C(=O)N3CCN(c4ncccn4)CC3)c(=O)oc12	16.9%	0.0%	3.3%	18.9%	-3.9%	-0.5	0.1%	0.6%	-5.4%	-0.3%
CC1(C)CC(=O)C2=C(C1)OC(N)=C(C#N)C2CCc1ccccc1 (stereo not given)	-10.8%	-0.8%	-3.4%	4.4%	-2.7%[46.1 µM]	13.9	-3.0%	6.1%	0.6%	-10.4%
COc1ccc(Br)cc1/C=N/N1CCN(Cc2ccccc2Cl)CC1	-5.8%	-0.1%	4.7%	11.1%	·	-2.4	-22.1%	-21.0%	-0.7%	·
CN1CCC(N(C)C(=O)c2ccc(Cl)c(S(=O)(=O)N3CCOCC3)c2)CC1	14.0%	3.2%	·	-4.3%	0.0%	-6.9	2.0%	0.2%	-4.4%	2.3%
CCc1ccnc(NC(=O)Nc2ccc(OCc3ccccc3)cc2)c1	-11.1%	-1.0%	?	11.6%	3.6%	6.7	10.3%	24.6%	-3.9%	1.6%
COCCCNc1nnc(Cc2ccccc2)c2ccccc12	16.3%	0.3%	3.5%	-21.1%	·	?	-5.2%	-4.6%	-2.1%	0.3%
O=C(/C=C/c1ccc(Cl)cc1)NC(=S)Nc1ccccc1C(=O)O	-52.0%[inhibitor]	?	10.9%	-2.5%	-5.3%	-3.3	-3.0%	0.0%	-7.1%	15.8%
CCc1ccccc1NC(=O)C1C2C=CC(O2)C1C(=O)O (stereo not given)	-24.1%	-0.4%	-12.0%	6.6%	5.2%	-6.7	15.9%	-2.0%	-0.4%	·
COC(=O)CN1C(=S)N(Cc2ccccc2)C(=O)C1CC(=O)Nc1ccc(OC)cc1 (stereo not given)	13.4%	-0.4%	?	-26.8%	-6.6%[46.1 µM]	18.9	·	-1.9%	-0.1%	-1.4%
O=C(CSc1nc2ccccc2c(=O)n1-c1ccc(SC(F)F)cc1)Nc1ccc(N2CCOCC2)cc1	-17.7%	-0.2%	-6.7%	12.6%	-3.1%	-2.9	2.0%	1.8%	4.1%	5.1%
Cc1ccc(/C=N/Nc2ncc(Cl)cc2Cl)s1	-4.3%	0.2%	?	?	1.6%	14.2	·	2.8%	-2.1%	?
COc1cccc([C@@H]2Oc3ccc(OC)cc3C(=O)[C@H]2OC(=O)N[C@H](C)C2CCCCC2)c1	·	-0.5%	18.3%	17.4%	·	16.7	8.6%	·	·	8.0%
CC(C)Oc1ccc(CNC(=O)Cn2c(=O)c3cccn3c3cccnc32)cc1	10.4%	-0.7%	-3.9%	-9.7%	5.7%	2.5	23.7%	-7.3%	0.4%	-10.4%
COc1ccc(-n2c(=S)[nH]c3cc(C(=O)Nc4ccc(C)c(F)c4)ccc3c2=O)c(OC)c1	-6.6%	-0.1%	-4.8%	?	-2.7%	?	0.3%	-100.2%[inhibitor]	-2.7%	-0.6%
CN1CCN(c2ccccc2NS(=O)(=O)c2ccc3c(c2)CCN3C(=O)C2CCC2)CC1	2.7%	·	·	·	2.5%	·	·	-36.9%	0.9%	·
CCn1c(SCC(=O)N2c3ccccc3CCc3ccccc32)nc2c1c(=O)n(C)c(=O)n2C	?	·	·	·	2.8%	·	·	-0.1%	-8.4%	·
CCCN(CCC)CCNC(=O)c1cc2c(-c3ccccc3F)nn(C)c2s1	-57.3%[inhibitor]	-0.9%	-10.7%	4.5%	-6.9%	1.4	14.3%	11.5%	3.6%	1.6%
O=C(CN1CCC(O)(c2cccc(F)c2)CC1)NCCc1c[nH]c2ccccc12	7.2%	-0.6%	15.2%	-12.7%	-11.6%	0.1	21.1%	-25.7%	0.0%	-6.0%
Cc1ccc(NC(=O)COC(=O)CCc2ccc(S(=O)(=O)N3CCOCC3)cc2)cc1C	-13.9%	0.4%	13.7%	14.8%	-37.9%	4.2	-0.5%	-9.5%	-5.5%	-0.8%
Cc1ccc(NC(=O)/C(C#N)=C/c2ccc(Sc3nc(C)cc(C)n3)o2)cc1	-11.5%	-0.2%	0.5%	14.3%	-3.4%	2.2	-10.7%	-13.8%	-2.5%	8.5%
COc1ccc(NC(=O)C2CCCN(S(=O)(=O)c3cccnc3)C2)c(OC)c1 (stereo not given)	-9.7%	-0.1%	-8.9%	-15.8%	3.7%	1.4	0.8%	10.0%	-4.0%	-3.3%
Cc1nc(CN2CCN(C(=O)c3ccc(C(C)(C)C)cc3)CC2)cs1	-13.2%	0.0%	1.4%	-1.4%	-5.1%	-0.1	-2.4%	-6.1%	-0.1%	3.4%

Part of the list above with just ELG1 DNA repair.
SMILES	ELG1 DNA repair
CCc1ccccc1NC(=O)C1C2C=CC(O2)C1C(=O)O (stereo not given)	6.6%
COC(=O)CN1C(=S)N(Cc2ccccc2)C(=O)C1CC(=O)Nc1ccc(OC)cc1 (stereo not given)	-26.8%

Remaining list, next part:
SMILES	Integrin act MD	B2AR arrestin	CXXC DNA block	ELG1 DNA repair	TCR activator	TRPV1 agonist	A-T KAP1 phos	BRCA1 expr up	TSG101-PTAP inh	p53 reactivation
CC1Cc2ccccc2N1C(=O)CSc1nnc(NC(=O)Cc2cccs2)s1 (stereo not given)	0.0%	0.1%	28.7%	-5.0%	6.6%	-1.7	5.0%	-1.2%	0.6%	-11.3%
CC1CCCN(S(=O)(=O)c2ccc3c(c2)CCN3C(=O)C2CCC2)C1 (stereo not given)	14.4%	-0.1%	17.4%	22.5%	1.8%	0.5	10.1%	-18.7%	-4.8%	2.6%
CCOC(=O)CCP(=O)(O)C(C)(O)c1ccccc1 (stereo not given)	-16.5%	0.5%	-5.2%	17.8%	·	-0.4	·	-16.2%	-5.7%	7.3%
Cc1ccc(-c2csc(=Nc3cccnc3)n2CCCn2ccnc2)cc1C	-7.1%	0.4%	2.9%	2.91µM*	-2.8%[46.1 µM]	-5.1	-7.4%	-41.9%	-0.1%	16.1%
O=C(Nc1nnc(C2CC2)s1)C1CC(=O)N(c2ccc3c(c2)OCCO3)C1 (stereo not given)	0.0%	-0.6%	1.3%	8.1%	?	1.4	-0.6%	-0.4%	-0.6%	1.5%
COC(=O)c1ccc(NC(=O)[C@H](C)NC(N)=O)cc1	-13.2%	-0.5%	-19.4%	4.9%	-3.7%	-0.9	-6.7%	16.6%	-4.7%	7.9%
O=C1c2ccncc2C(=O)N1Cc1cccc(Cl)c1	18.8%	-1.0%	0.5%	2.5%	0.1%	-1.8	5.0%	-23.7%	-2.7%	12.5%
Cc1c2cnn(CC(=O)Nc3c(F)c(F)cc(F)c3F)c(=O)c2c(C)n1Cc1ccccc1F	-0.2%	2.9%	4.4%	?	-2.0%	3.4	-1.9%	0.0%	-3.9%	3.2%
CC1(N2CCOCC2)CC2(O)C(=[N+]1[O-])CCc1c2no[n+]1[O-] (stereo not given)	-7.7%	-0.8%	-4.1%	?	-7.2%	1.7	13.1%	-4.0%	-5.3%	?
CCCCn1cnc2c1c(=O)[nH]c(=O)n2CCCC	25.4%	0.0%	-1.7%	?	-2.6%	0.3	3.0%	-2.0%	-0.2%	-1.2%

From PubChem BioAssay
